Screening results: PubChem BioAssay, several laboratories
Mac1 fbg enh = enhancers of CD11b/CD18 adhesion to fibrinogen, primary screen, K562 cells, luminescence; Integrin beta-2 (Homo sapiens) + Integrin alpha-M (Homo sapiens), P05107+P11215; ATPlite luminescence; activation, % at 10 µM; hit rate 0.07% among 93,000; AID 1499, 2009;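 active means 10 µM primary screen giving 50% or more activity, confirmed by 40% or more on retest at that dose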; further: strong numbers were not always called active
MT1-MMP txn act = MT1-MMP promoter reporter activation – cell-based, luciferase luminescence, primary screen; hit rate 0.16% among 86,000; activation factor at 10 µM; HT1080 MT1-MMP promoter luciferase reporter, overnight; hits give high values;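 active means activation factor of at least 2 for MT1-MMP transcription at 10 µM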
ERb coact inh = inhibitors of ERβ-SRC1 coactivator interaction, primary screen, biochemical, TR-FRET, ERβ LBD, SRC-1 peptide; Estrogen receptor beta (Homo sapiens), Q92731; TR-FRET ER-beta LBD / SRC1-Cy5 peptide binding; receptor agonist-loaded with 1 µM estradiol; inhibition, % at 25.6 µM; hit rate 1.3% among 86,000; AID 633, 2007;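 active means compounds whose percent inhibition of the receptor-coactivator binding signal exceeds about 50% in the single-dose screen, limit read from the data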;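 further: 0% = receptor plus peptide wells without compound and 100% = peptide-only wells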
Target sequence (Q92731 whole entry, looked up, the tested form may be a part): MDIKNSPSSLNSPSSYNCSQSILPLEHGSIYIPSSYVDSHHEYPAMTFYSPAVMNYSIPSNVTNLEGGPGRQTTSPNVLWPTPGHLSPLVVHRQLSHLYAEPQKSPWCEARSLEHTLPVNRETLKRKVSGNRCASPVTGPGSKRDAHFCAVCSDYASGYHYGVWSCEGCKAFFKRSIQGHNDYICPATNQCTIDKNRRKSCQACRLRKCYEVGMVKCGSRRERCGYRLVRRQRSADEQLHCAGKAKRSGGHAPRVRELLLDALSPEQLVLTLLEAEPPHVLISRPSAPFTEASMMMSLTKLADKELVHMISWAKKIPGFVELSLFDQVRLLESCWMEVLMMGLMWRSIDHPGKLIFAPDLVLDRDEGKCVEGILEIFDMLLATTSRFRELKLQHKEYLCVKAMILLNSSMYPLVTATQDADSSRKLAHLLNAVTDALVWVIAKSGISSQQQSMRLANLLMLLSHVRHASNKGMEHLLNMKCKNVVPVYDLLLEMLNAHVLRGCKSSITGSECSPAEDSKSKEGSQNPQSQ
ERa SRC1 pot = enhancers of ERα–SRC-1 coactivator binding, primary screen, biochemical, TR-FRET, ERα LBD, low estradiol; TR-FRET ERalpha-LBD/SRC-Cy5 coactivator binding, 2 h; 100 = basal binding, no effect; hit rate 1.3% among 86,000; Estrogen receptor (Homo sapiens), P03372; coactivator binding (% of control), % at 25.6 µM; in the data active means activity above about 200%;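 further: binding measured in presence of low estradiol as agonist stimulus; 0% = peptide alone without receptor and 100% = receptor with peptide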
Target sequence (P03372 whole entry, looked up, the tested form may be a part): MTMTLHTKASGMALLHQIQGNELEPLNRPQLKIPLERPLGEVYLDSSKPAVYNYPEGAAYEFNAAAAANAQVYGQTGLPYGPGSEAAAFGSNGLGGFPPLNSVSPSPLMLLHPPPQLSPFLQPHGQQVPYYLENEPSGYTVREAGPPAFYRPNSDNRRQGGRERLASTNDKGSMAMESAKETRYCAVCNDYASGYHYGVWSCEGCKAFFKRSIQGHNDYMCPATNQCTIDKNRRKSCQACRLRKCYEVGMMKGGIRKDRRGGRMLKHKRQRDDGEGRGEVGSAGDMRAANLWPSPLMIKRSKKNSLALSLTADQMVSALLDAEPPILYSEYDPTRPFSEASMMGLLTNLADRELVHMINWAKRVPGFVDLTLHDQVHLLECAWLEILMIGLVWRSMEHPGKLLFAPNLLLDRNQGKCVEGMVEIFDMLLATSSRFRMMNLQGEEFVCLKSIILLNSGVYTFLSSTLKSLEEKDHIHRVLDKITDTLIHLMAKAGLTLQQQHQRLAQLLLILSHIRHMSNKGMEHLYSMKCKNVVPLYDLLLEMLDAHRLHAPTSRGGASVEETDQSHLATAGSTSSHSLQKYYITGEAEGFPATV
HUVEC inhibit = inhibitors of HUVEC proliferation, primary screen, cell-based, 384-well. AID 648, 2007. viability, % at 10 µM (by protocol). hit rate 1.1% among 86,000. CellTiter-Glo luminescence, 72 h; hits give low values;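 active means viability at or below 30%; inactive means viability above 30%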;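 further: 100% = median luminescence of DMSO-only cell control wells on each plate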
Lung fibro prol = antiproliferative effect on LL 47 fibroblasts – human, LL 47 cells, CellTiter-Glo luminescence, primary screen | LL 47 human lung fibroblast viability, ATP luminescence; hits give low values | viability, % at 10 µM | hit rate 1.1% among 85,000 | AID 719, 2007;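 active means viability at or below 50% in the single dose screen; inactive means viability above 50%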;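 further: compound exposure lasted 72 h before the ATP readout; 100% = median luminescence of untreated cell-only wells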
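Test system: LL 47 human lung fibroblasts / Incubation: 72 h compound exposure at 37 °C after overnight plating / Technique: luminescent ATP detection, CellTiter-Glo / Compound dosing: 0.1% DMSO in all compound wells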
Smad3 inh = Smad3/FoxH1 peptide binding inhibitors, primary screen, biochemical, TR-FRET. TR-FRET Smad3/Dy647-FoxH1 peptide binding, europium anti-His. inhibition, % at 25 µM. Mothers against decapentaplegic homolog 3 (Homo sapiens), P84022. AID 630, 2007. hit rate 0.29% among 88,000;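 active means compounds that reduce the energy-transfer binding signal between the protein and its labelled peptide by more than half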;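 further: 0% = Smad3 plus labelled peptide maximal FRET and 100% = peptide-only background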
ERa SRC1 inh = ERα–SRC-1 coactivator interaction inhibitors, primary screen, biochemical, TR-FRET, ERα LBD, estradiol-bound; inhibition, % at 25.6 µM; hit rate 1.7% among 86,000; TR-FRET ER-alpha LBD / SRC-1 peptide; in the data active means inhibition above about 50%;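 further: 0% = receptor plus peptide control and 100% = peptide only without receptor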
H69AR growth 86K = proliferation blockers of H69AR lung cancer cells, primary screen, cell-based, human, 86K library; H69AR lung tumor viability, ATP luminescence, 72 h; hits give low values; viability, % at 10 µM; hit rate 6% among 85,000;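 active means viability at or below 40%; inactive means viability above 40%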;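 further: multidrug resistant small cell line overexpressing MRP-1 efflux transporter; 100% = mean luminescence of untreated control wells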
Active calls of the source: *; · = not tested or not shown; [ ] = dose if it differs, or a comment. Only part of the results is shown, so the mix of outcomes need not match the whole.

SMILES	Mac1 fbg enh	MT1-MMP txn act	ERb coact inh	ERa SRC1 pot	HUVEC inhibit	Lung fibro prol	Smad3 inh	ERa SRC1 inh	H69AR growth 86K
OCCc1ccc(-c2ccc(Cl)cc2)o1	-4	1.4	-1	116	101	95	4	-5	104
COc1ccc(S(=O)(=O)Cc2ccc(C(=O)NCc3ccccn3)o2)cc1	5	1.1	14	108	95	101	-7	7	103
O=C(CCC(=O)c1ccccc1)Nc1cccnc1	0	·	3	108	92	97	6	-1	90
Cc1cc(N/C=C\C(=O)c2ccc(Cl)c(Cl)c2)no1	20	2.1*	31	168	98	99	-20	37	85
Cc1onc(-c2ccccc2Cl)c1C(=O)NCCCN1CCOCC1	-6	1.3	4[fluorescence artefact?]	108	98	101	11	-1	100
CN1C(=O)OC2(C)CCc3ccccc3C12C (centres undefined)	-4	1	-8	108	95	101	1	-3	101
O=C1NCN(c2ccccc2)C12CCN(c1nnnn1-c1ccccc1)CC2	0	1.2	-13	122	72	95	7	2	93
COCCNC(=O)c1ccc(CS(=O)(=O)c2ccc(OC)cc2)o1	·	1	-4[fluorescence artefact?]	114	113	98	0	1	92
Cc1ccccc1OCC(=O)N(Cc1nc(-c2ccccc2)no1)C(C)C	9	1.3	-6	323*[fluorescence artefact?]	99	87	-12	-2	94
COC(=O)c1ccccc1NC(=O)c1c(O)c2c([nH]c1=O)CCCC2	0	0.9	21	91[fluorescence artefact?]	81	97	0	13	64
CCS(=O)(=O)N1CCN(C2CCC(c3ccccc3)CC2)CC1 (centres undefined)	4	1.2	-6	116[fluorescence artefact?]	99	100	-3	-3[fluorescence artefact?]	84
Cc1cc2oc(=O)cc(COC(=O)Cn3cnnn3)c2cc1C(C)C	·	1.1	2	124	89	101	15	3	98
CCCCCCNC(=O)c1cc(-c2ccco2)nc2ccccc12	·	1.2	75*	70[fluorescence artefact?]	97	93	6	85*[fluorescence artefact?]	92
COc1cc(C)c(-c2cc(C(=O)O)c(C)o2)cc1C(C)C	·	1.4	2	104	104	103	1	2	103
Cc1cccc(-n2c(Cc3cc(=O)[nH]c(=O)[nH]3)nnc2SC(C)C)c1	·	1.1	52*[fluorescence artefact?]	92[fluorescence artefact?]	114	117	62*	-2[fluorescence artefact?]	101

Single records, as listed above.
`Cc1onc(-c2ccccc2Cl)c1C(=O)NCCCN1CCOCC1` is listed with Mac1 fbg enh = -6; MT1-MMP txn act = 1.3; ERb coact inh = 4[fluorescence artefact?]; ERa SRC1 pot = 108; HUVEC inhibit = 98; Lung fibro prol = 101; Smad3 inh = 11; ERa SRC1 inh = -1; H69AR growth 86K = 100
`OCCc1ccc(-c2ccc(Cl)cc2)o1` is listed with Mac1 fbg enh = -4; MT1-MMP txn act = 1.4; ERb coact inh = -1; ERa SRC1 pot = 116; HUVEC inhibit = 101; Lung fibro prol = 95; Smad3 inh = 4; ERa SRC1 inh = -5; H69AR growth 86K = 104
`O=C(CCC(=O)c1ccccc1)Nc1cccnc1` is listed with Mac1 fbg enh = 0; MT1-MMP txn act = ·; ERb coact inh = 3; ERa SRC1 pot = 108; HUVEC inhibit = 92; Lung fibro prol = 97; Smad3 inh = 6; ERa SRC1 inh = -1; H69AR growth 86K = 90

The results go on.
SMILES	Mac1 fbg enh	MT1-MMP txn act	ERb coact inh	ERa SRC1 pot	HUVEC inhibit	Lung fibro prol	Smad3 inh	ERa SRC1 inh	H69AR growth 86K
O=C(CSCc1ccco1)Nc1cc(C(F)(F)F)ccc1N1CCOCC1	-1	1.3	7	108[fluorescence artefact?]	80	94	-22	2	44
Brc1nnc2n1-c1ccccc1Sc1ccccc1-2	·	1.3	-2[fluorescence artefact?]	96	92	95	6	-12	88
O=C(CN1CCC(NC(=O)c2ccco2)CC1)Nc1cccc2ccccc12	·	1	-7	115	101	93	4	-25	84
CCCCCCCC1CC(CSc2ncn[nH]2)OC1=O (centres undefined)	·	1.1	-10	114	88	87	9	-6	101
CCC(C)(C)NC(=O)C(c1ccccc1F)N(C(=O)c1ccn[nH]1)c1ccccc1 (centres undefined)	·	1.1	2	101	85	101	0	2[fluorescence artefact?]	88
COc1ccc(C(c2sc3nc(C)nn3c2O)N2CCC(C(N)=O)CC2)cc1OC (centres undefined)	-4	1.1	-8	116	96	106	-8	-3	94
O=C1c2ccc(Oc3ccc4c(c3)C(=O)N(CCCO)C4=O)cc2C(=O)N1CCCO	-5	1.1	-7[fluorescence artefact?]	125	95	98	-17	-1	107
Cc1ccc(CC(NC(=O)c2ccccc2)C(=O)NC(C)C(=O)O)cc1 (centres undefined)	-4	1.2	-1[fluorescence artefact?]	121	90	96	-3	5[fluorescence artefact?]	99
O=C(NCC1COc2ccccc2O1)c1ccc(NC(=O)c2ccco2)cc1 (centres undefined)	-2	1	-30	102	96	107	8	-30	94
COc1ccc(Cl)cc1N1C(=O)C2CCCN2C1c1ccc(F)c(F)c1 (centres undefined)	3	1.1	-8	101[fluorescence artefact?]	106	96	1	-6	113
O=C(OCC(=O)c1cccs1)c1ccccc1	1	1.6	2	85	107	99	4	0[fluorescence artefact?]	88
CCOC(=O)C1Cn2c(nc3c(c2=O)C(C)(CC)Cc2ccccc2-3)S1 (centres undefined)	8	1.1	-7	94	99	89	4	0	87
Cc1nc(=O)c(-c2ccccc2)c(C)n1CCO	·	1.1	-9	101	99	96	0	-6	86
Cc1ccc2nc(-c3sc4nc(C)cc(C)c4c3N)[nH]c2c1	·	1.5	5	73	42	95	6	-1	15*
N=c1sccn1CC(=O)Nc1cccc(Oc2ccccc2)c1	-1	1.2	-2	113[fluorescence artefact?]	79	·	-2	-2	84

Structures listed so far containing a Cl atom, in the order listed:
SMILES	Mac1 fbg enh	MT1-MMP txn act	ERb coact inh	ERa SRC1 pot	HUVEC inhibit	Lung fibro prol	Smad3 inh	ERa SRC1 inh	H69AR growth 86K
OCCc1ccc(-c2ccc(Cl)cc2)o1	-4	1.4	-1	116	101	95	4	-5	104
Cc1cc(N/C=C\C(=O)c2ccc(Cl)c(Cl)c2)no1	20	2.1*	31	168	98	99	-20	37	85
Cc1onc(-c2ccccc2Cl)c1C(=O)NCCCN1CCOCC1	-6	1.3	4[fluorescence artefact?]	108	98	101	11	-1	100
COc1ccc(Cl)cc1N1C(=O)C2CCCN2C1c1ccc(F)c(F)c1 (centres undefined)	3	1.1	-8	101[fluorescence artefact?]	106	96	1	-6	113

Later entries:
SMILES	Mac1 fbg enh	MT1-MMP txn act	ERb coact inh	ERa SRC1 pot	HUVEC inhibit	Lung fibro prol	Smad3 inh	ERa SRC1 inh	H69AR growth 86K
CCc1cc(C(=O)c2ccccc2OC)c(N)s1	0	1.1	1	84	106	102	7	-2	106
CC1(C)Oc2ccc(NC(=O)C3COc4ccccc4O3)cc2O1 (centres undefined)	1	0.5	7	98	89	108	-3	29[fluorescence artefact?]	88
COc1ccc(CCNC(=O)CSc2nnc(CNc3ccc(Cl)cc3)o2)cc1OC	·	1.1	-5	109[fluorescence artefact?]	99	108	-3	3	91
COc1ccc(-c2nnc3c4ccccc4c(C)nn23)cc1	-4	2*	12	96	69	79	4	0	32*
Cc1cnc(C(=O)Nc2nnc(C3CC3)s2)cn1	·	1.5	25[fluorescence artefact?]	98	90	109	-5	8	99
Cn1nc(-c2ccccc2)c(-c2nc(-c3cccc(C(F)(F)F)c3)no2)c1Cl	4	1.4	-10	112	98	101	-6	3	88
CCOC(=O)N1CCN(C(=O)CN(c2ccc(Oc3ccccc3)cc2)S(C)(=O)=O)CC1	3	1	-6[fluorescence artefact?]	124[fluorescence artefact?]	93	95	-1	1	94
COCCNS(=O)(=O)c1cc(OC)c(Cl)cc1Cl	-1	1	-7	118	94	101	-9	-7	91
COc1ccc(-c2cc3nc(C)cc(N)n3n2)cc1	·	·	-13	98	51	53	3	-5	58
COc1ccccc1NC(=O)CCn1cccc1	0	1.1	-5	106[fluorescence artefact?]	106	104	-8	-1	105
Cc1[nH]c2ccccc2c1C(=O)CN1CCSCC1	6	1.1	-42	100	91	90	5	-46	66
CCOC(=O)COn1c(=O)c(=O)n(O)c2ccccc21	-2	1.3	50*[fluorescence artefact?]	74[fluorescence artefact?]	73	87	11	36	76
O=C1c2ccccc2-c2onc3ccc(Oc4ccccc4)c1c23	·	1.3	41[fluorescence artefact?]	60[fluorescence artefact?]	4.4*	2.8*	11	76*[fluorescence artefact?]	2.1*
CCOC(=O)C1=C(C)NC(C)=C(C(=O)OCC)C1c1ccccn1	1	1	3[fluorescence artefact?]	106	106	101	5	4[fluorescence artefact?]	99
COc1ccc(CN(Cc2ccccn2)S(=O)(=O)c2ccc(-n3cnnn3)cc2)cc1	·	1	-1	92	97	88	-4	-5	89

Overlap with the part before: 2 compounds; new compounds follow.
SMILES	Mac1 fbg enh	MT1-MMP txn act	ERb coact inh	ERa SRC1 pot	HUVEC inhibit	Lung fibro prol	Smad3 inh	ERa SRC1 inh	H69AR growth 86K
CCOC(=O)C1=C(C)NC(C)=C(C(=O)OCC)C1c1ccccn1	1	1	3[fluorescence artefact?]	106	106	101	5	4[fluorescence artefact?]	99
COc1ccc(CN(Cc2ccccn2)S(=O)(=O)c2ccc(-n3cnnn3)cc2)cc1	·	1	-1	92	97	88	-4	-5	89
COc1cc(C2C(C#N)=C(N)Oc3cc(N(C)C)ccc32)cc2c1OCO2 (centres undefined)	-1	0.5	15[fluorescence artefact?]	88	53	51	25	2[fluorescence artefact?]	27*
O=C(Nc1cccnc1)c1c(F)c(F)c(F)c(F)c1F	-2	0.9	1	105	94	102	-9	1	66
Cc1ccc(S(=O)(=O)N2CCC(C(=O)N3CCN(Cc4ccccc4)CC3)CC2)cc1	7	1.1	-13[fluorescence artefact?]	103[fluorescence artefact?]	111	95	1	3	91
COC(=O)c1ccccc1S(=O)(=O)Nc1ccc(OC)nc1	0	1.3	0	95[fluorescence artefact?]	99	100	6	-2	98
COc1ccc(NC(=O)CC#N)cc1OC	·	1.1	-2	100	95	94	-15	0	105
Cc1cc(C)cc(NC2=NC3(CCCCC3)N=C(N)N2)c1	-2	1.1	-5	109	63	56	7	3	18*
O=c1[nH]c(CSc2nnc(COc3ccccc3)n2-c2ccccc2)nc2ccccc12	-4	1.1	-3	101	94	94	2	1	62
COc1ccc(F)cc1S(=O)(=O)N1CCCC(C)C1 (centres undefined)	-8	1.1	-4[fluorescence artefact?]	102	96	100	9	16	107
COc1cc(NC(=O)c2noc3c2CCC3)c(OC)cc1Cl	64	1.3	86*[fluorescence artefact?]	25[fluorescence artefact?]	106	·	-5	88*[fluorescence artefact?]	73
Nc1ccc2c(c1)-c1ccccc1S(=O)(=O)N2	3	1.1	10	98	92	104	15	-3[fluorescence artefact?]	90
O=C(Nc1ccon1)c1ccc(Cl)s1	3	1.1	-1	110	94	106	-1	4	·
Cc1nc2cc(-c3cccc(F)c3)nn2c(C)c1CCC(=O)NC(C)CCc1ccco1 (centres undefined)	-3	·	-4	107	100	95	0	-2	86
CCCc1cc(C(=O)OC)c(NC(=O)OCC)s1	5	1.1	-9	113	108	96	23[fluorescence artefact?]	0	93
